# High-throughput results as filed in PubChem BioAssay.
# N370S GC: qHTS Assay for Inhibitors and Activators of N370S glucocerebrosidase as a Potential Chaperone Treatment of Gaucher Disease | Lysosomal acid glucosylceramidase (Homo sapiens), P04062 | N370S GC spleen homogenate, 4MU-glucoside fluorescence | Potency, µM (highest dose often 59.4 µM), without a hit: at the highest dose activity change, negative = inhibition, hits mostly inhibitors | actives 0.092% (n = 330,000);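 further: 0% = full enzyme activity and -100% = no enzyme basal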
# DT40 TDP1 CPT: qHTS for Inhibitors of human tyrosyl-DNA phosphodiesterase 1 (TDP1): qHTS in cells in presence of CPT. chicken DT40 Tdp1-/-;hTDP1 cells + 20 nM CPT, ATP luminescence, 48 h. Potency, µM (doses to about 46.2 µM), for inactives: top-dose activity change, negative = growth inhibition, actives largely listed as inhibitors. actives 12% (n = 420,000). AID 686979, 2013; further: nearly all actives have a fitted effect of over 55% in size
#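 Chicken DT40 Tdp1-/- cells complemented with human TDP1, 400 cells/well, exposed to compounds plus 20 nM camptothecin for at least 48 h at 37 C; viability read as ATP content by CellTiter-Glo luminescence.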
# FEN1 inhibitor: qHTS Assay for the Inhibitors of Human Flap endonuclease 1 (FEN1); Potency, µM (series often up to 114 µM), without a hit: at the top dose activity change, negative = inhibition, usual class: inhibitors; P39748; Recombinant FEN1 flap cleavage, fluorescence, 15 min; actives 0.35% (n = 390,000); AID 588795, 2011; further: nearly all actives have a fitted effect of over 65% in size
# Target sequence (P39748 whole entry, looked up): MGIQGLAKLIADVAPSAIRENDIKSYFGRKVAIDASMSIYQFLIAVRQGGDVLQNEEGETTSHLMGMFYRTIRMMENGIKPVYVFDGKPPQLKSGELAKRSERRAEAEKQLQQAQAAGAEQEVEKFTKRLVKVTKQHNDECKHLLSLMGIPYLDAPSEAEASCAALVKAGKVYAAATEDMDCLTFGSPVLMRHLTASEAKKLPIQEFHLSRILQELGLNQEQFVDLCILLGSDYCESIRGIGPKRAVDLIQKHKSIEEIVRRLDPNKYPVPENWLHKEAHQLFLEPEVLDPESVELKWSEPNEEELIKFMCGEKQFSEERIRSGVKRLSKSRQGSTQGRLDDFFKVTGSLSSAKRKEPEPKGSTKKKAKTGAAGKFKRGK
#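 With each library titrated from low to high concentration, compounds met 10 nM FEN1 for 15 min at room temperature before 50 nM substrate was added; readings at 0 and 15 min fed four-parameter Hill curve fits.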
# * marks the source's active call; other numbers are inactive results; ? = inconclusive; nt = not tested or not shown; & = joins results of further samples. The call rests on the fitted dose curve; in most records, active means well fitted curve in the direction sought with a large enough effect; inconclusive means small, poorly fitted or top-dose-only effect, or another doubt; inactive means no such curve, though single readings can be large; an effect the other way counts as inactive or inconclusive. Unless noted, on the % scale 0 is the no-effect control and ±100 the full control effect; potency means the concentration at half of the fitted maximal effect. These rows are one share of the data; the hit share may differ from the screen's.
SMILES,N370S GC,DT40 TDP1 CPT,FEN1 inhibitor
CCC(CO)Nc1ncnc2c1cnn2-c1ccc(OC)cc1 (stereo not drawn),-4%,-17%,-17%
O=C1CC(C(=O)NCCc2ccccc2)SC(=Nc2ccccc2)N1 (stereo not drawn),5%,-4%,0%
Cc1cccc(C(=O)N2CCN(c3ccc([N+](=O)[O-])c(NCc4ccco4)c3)CC2)c1,-5%,?,-6%
CCOC(=O)N1CCC(N2C(=O)c3ccccc3C2Nc2cc(OC)c(OC)c(OC)c2)CC1 (stereo not drawn),-17%,?,-27%
Cc1c(C=O)c2ccccn2c1C(=O)c1cccs1,5%,?,1%
CN(Cc1cccc(F)c1)C(=O)c1ccc(NS(=O)(=O)c2ccc3[nH]c(=O)[nH]c3c2)cc1,?,-2%,-1%
COc1ccc2cc(C(=O)C3CCCN(C(=O)c4cccnc4)C3)ccc2c1 (stereo not drawn),?,?,13%
Cc1nc(-c2ccc(Cl)cc2)sc1C1(C)CC(c2ccc(F)cc2)=NO1 (stereo not drawn),3%,-9%,13%
CCCCN1CC2=C(C1=O)C(c1ccc(O)cc1)NC(=O)N2C (stereo not drawn),2%,2%,-1%
CCOC(=O)CSCC(=O)N1CCC(Cc2ccccc2)CC1,2%,-3%,10%
CN(C)C(CNC(=O)c1cc(S(=O)(=O)N(C)c2ccc(F)cc2)ccc1Cl)c1cccs1 (stereo not drawn),nt,5.8µM*,-9%
Cc1c(F)cccc1NS(=O)(=O)c1ccc2c(c1)c(C)cc(=O)n2C,-3%,?,9%
O=C(CSc1nnc(-c2ccccc2)o1)OCc1ccccc1,-14%,8%,-15%
COc1cc(OC)c(C(=O)OCC(=O)Nc2cccc(S(=O)(=O)NC3=NCCCCC3)c2)cc1OC,nt,?,1%
CCOC(=O)c1c(Oc2ccc(C(C)=O)cc2)nnc(-c2ccccc2)c1-c1ccccc1,nt,21µM*,3%
CCNc1nc2c(c(=O)n(C)c(=O)n2C)n1CCCc1ccccc1,-2%,12µM*,-11%
CC(C)CC[n+]1ccn(-c2nc3ccccc3nc2[N-]S(=O)(=O)c2ccccc2)c1,23%,?,-2%
COC(=O)c1ccccc1NC(=O)c1ccc(NS(C)(=O)=O)cc1,14%,12%,5%
Cc1cc(Cl)ccc1NC(=S)Nc1cccnc1,3%,-27%,-6%
COc1ccc(C2=Nn3c(nnc3-c3ccccc3)SC2)cc1OC,7%,-26%,4%
O=C(Cc1cccs1)Nc1nnc(Cc2ccccc2)s1,-3%,?,-15%
O=C(O)CN1C(=O)CC(Cc2ccccc2)C1=O (stereo not drawn),6%,4%,2%
CCCCN1CC[C@H]2C=CC[C@@H](C(=O)N3CCOCC3)[C@H]2C1=O,nt,10%&14%,-11%&-2%
CC(C)C[C@H]1CNC(=O)C(=O)N1C[C@H](C)NC(=O)Cc1ccccc1,-18%,1%,-24%
O=C(O)c1ccc(CSc2nnc(-c3ccccc3Cl)n2-c2ccccc2)cc1,1%,6%,-4%
Cc1ccc(C(=O)NNC2=NCCC2)cc1,-2%,-8%,-5%
Cc1cc(Cl)ccc1NC(=O)COC(=O)c1cc([N+](=O)[O-])ccc1N1CCOCC1,-1%,-11%,-17%
CCN(C(=O)CSc1nnc(Cn2nnc3ccccc32)o1)c1nc(-c2ccccc2)cs1,-11%,23µM*,2%
O=C(COC(=O)c1ccco1)Nc1cccc(S(=O)(=O)N2CCCCC2)c1,nt,-20%,-19%
Cc1n[nH]c(=O)n1-c1ccc(C(C)(C)C)cc1,0%,26%,1%
O=C(c1ccc(Br)cc1)N1CCC(C(=O)N2CCN(c3ccccc3)CC2)CC1,-10%,?,-17%
Cc1noc(NS(=O)(=O)c2ccc(N/C=C\C(=O)c3ccccc3)cc2)c1C,-6%,2%,6%
O=C(NCc1ccccc1Cl)C1CCCN1C(=O)Nc1ccccc1 (stereo not drawn),2%,-16%,-4%
OCCN(Cc1ccccc1)C(=S)Nc1ccc(F)cc1,-2%,-18%,-14%
CCOC(=O)c1cc(-c2ccccc2)sc1NC(=O)CN1C(=O)c2ccccc2C1=O,nt,-2%,-13%
Cc1cc(OC(C)C(=O)NCCCn2ccnc2)c2c(C)c(C)c(=O)oc2c1 (stereo not drawn),-9%,5%,12%
Cc1cccc(NC(=S)Nc2ccc(Oc3ccccc3)cc2)n1,7%,?,-8%
Cc1ccc(CCNC(=O)c2ccc3[nH]c(C)c(C)c3c2)cc1,nt,?,-1%
CCC(=O)N1CCc2cc(Br)cc(S(=O)(=O)N3CCC(C(=O)Nc4ccccc4F)CC3)c21,nt,?,-3%
COc1ccc(-c2nc(C#N)c(N3CCC(C(N)=O)CC3)o2)cc1,-11%,13%&2%,-17%&9%
Cc1cc(C)cc(OCc2nnc(SCC(=O)NC3CC3)n2C)c1,-7%,-17%,-8%
CN(C(=S)Nc1ccccc1F)C1(c2ccccc2Cl)CCCCC1=O (stereo not drawn),10%,-7%,-3%
Cc1cc(C)c(S(=O)(=O)C(C)C)c(=O)[nH]1,-4%,-29%,-2%
COc1cc(OC)nc(Oc2ccccc2C(=O)Oc2ccccc2Cl)n1,18%,-15%,-2%
Oc1ccc(Nc2nc3ccccc3n3cnnc23)cc1,nt,?,5%
CCC1Oc2ccc(Cl)cc2N(CC(=O)O)C1=O (stereo not drawn),-4%,3%,2%
CC(OC(=O)/C=C/c1ccccc1)C(=O)Nc1cccc(C#N)c1 (stereo not drawn),4%,16µM*,9%
NC(=O)N/N=C/c1ccc(-n2nncc2-c2ccc(Cl)cc2)cc1,-24%,1%,-1%
COc1cc([N+](=O)[O-])ccc1NC(=O)Nc1cnccn1,3%,2%,-19%
CCN(CC(=O)NCc1ccc(Cl)cc1)C(=O)CCOc1ccccc1C,-1%,?,-10%
COc1ccc(NC(=O)CSc2c3c(nc4ccccc24)CCCC3)c(OC)c1,-2%,21µM*,-17%
CN1CCc2c(sc(NC(=O)c3ccco3)c2C(N)=O)C1,-11%,13%,-6%
COc1ccc(C)cc1NC(=O)Cc1c(C(=O)O)c(C)cn1C,nt,9%,0%
Cn1nnc2cc(C(=O)NCc3ccco3)ccc21,-18%,-6%,7%
CC[n+]1c(/C=C(\C)SC)sc2ccccc21,-17%,9.2µM*,-1%
O=C(Nc1ccc(Cl)cc1)C1CCN(c2nc3ccccc3nc2C(F)(F)F)CC1,nt,?,-2%
Cc1nn(Cc2c(F)c(F)c(F)c(F)c2F)c(C)c1NC(=O)c1ccnn1C,-17%,-3%,18%
COc1ccc(OC)c(N/C(C)=C/C(=O)c2ccncc2)c1,-1%,3%,2%
Cc1cccc(-n2nc3c(c2NC(=O)c2ccc(Br)o2)CSC3)c1C,7%,-19%,10%
Cc1cccc(C)c1N=C1C(=O)Nc2ccccc21,-2%,?,10%
# Next section
SMILES,N370S GC,DT40 TDP1 CPT,FEN1 inhibitor
CCOC(=O)C1C(C(=O)Nc2cccc(C(F)(F)F)c2)C1C(=O)NC(C)C (stereo not drawn),-17%,1%,-3%
O=C(Nc1ccc(S(=O)(=O)N2CCOCC2)cc1)c1ccc(F)cc1,-2%,6%,-3%
CSc1nn2c(C(F)(F)F)cc(C(F)(F)F)nc2c1C(N)=O,20%,-3%,7%
Fc1cccc(Cl)c1COc1ccc(-c2nnco2)cc1,-2%,-9%,1%
COc1ccc(C2CC(c3ccccc3OC(C)=O)=NN2C(=O)/C=C/c2ccccc2)cc1 (stereo not drawn),?,21µM*,6%
CCC(CC)c1nnc(NC(=O)C2COc3ccccc3O2)s1 (stereo not drawn),2%,-19%,9%
COc1ccccc1S(=O)Cc1ccc(C(=O)NCCc2ccc(Cl)cc2)o1 (stereo not drawn),11%,?,-1%
CC(=O)c1cnc(Nc2ccc(C)cc2)s1,-8%,10%,-13%
Cc1cccc(NC(=O)CNC(=O)Cn2cc(C(F)(F)F)cc(Cl)c2=O)c1C,-15%,-23%,-4%
CC(C)CNC(=O)CSc1nc2scc(-c3ccccc3)c2c(=O)[nH]1,7%,-1%,4%
COc1ccc(CN2CC(C(=O)NCCCN3CCCCC3)CC2=O)cc1 (stereo not drawn),-3%,-1%,4%
CCO[C@@H]1OC(C(=O)N2CCN(C)CC2)=C[C@H](C2CCCCC2)[C@H]1CCCO,-28%,-17%,-3%
CCN(CC)CCNC(=O)c1c(O)c2c([nH]c1=O)CCCC2,5%,-5%,5%
C=CCN(C(=O)Nc1ccc(OC)cc1)c1nnc(-c2ccncc2)s1,?,-12%,-12%
N#CC1=C(N)Oc2n[nH]c(-c3ccc(F)cc3)c2C1c1cccnc1 (stereo not drawn),-2%,?,3%
COc1ccccc1CNC(=O)c1cc(-c2ccccc2)nn1Cc1cc(C)no1,1%,?,9%
CC(C)N(C(=O)[C@H]1C[C@H](CC(=O)NC(C)(C)C)C(=O)N2CCc3c([nH]c4ccc(Cl)cc34)[C@]12C)C(C)C,nt,7.3µM*,-8%
CC1(C)CC(=O)CC2(C1)NCC(c1ccccc1Cl)c1c2[nH]c2ccccc12 (stereo not drawn),7%,18µM*,-7%
COc1ccc(CNC(=O)CSc2nc3ccccc3nc2Cc2ccccc2)cc1,nt,?,-13%
COC(=O)C1=C(C)N(CCc2ccccc2)C(=O)/C1=C\c1ccco1,7%,?,-8%

# Part of the list above in order of formula weight, lowest first:
SMILES,N370S GC,DT40 TDP1 CPT,FEN1 inhibitor
CC(=O)c1cnc(Nc2ccc(C)cc2)s1,-8%,10%,-13%
O=C(O)CN1C(=O)CC(Cc2ccccc2)C1=O (stereo not drawn),6%,4%,2%
Cc1cccc(C)c1N=C1C(=O)Nc2ccccc21,-2%,?,10%
Cc1c(C=O)c2ccccn2c1C(=O)c1cccs1,5%,?,1%
COc1ccc(C)cc1NC(=O)Cc1c(C(=O)O)c(C)cn1C,nt,9%,0%
O=C(CSc1nnc(-c2ccccc2)o1)OCc1ccccc1,-14%,8%,-15%
N#CC1=C(N)Oc2n[nH]c(-c3ccc(F)cc3)c2C1c1cccnc1 (stereo not drawn),-2%,?,3%
COC(=O)C1=C(C)N(CCc2ccccc2)C(=O)/C1=C\c1ccco1,7%,?,-8%
COc1ccc(C2=Nn3c(nnc3-c3ccccc3)SC2)cc1OC,7%,-26%,4%
O=C(Nc1ccc(S(=O)(=O)N2CCOCC2)cc1)c1ccc(F)cc1,-2%,6%,-3%
COc1ccc(CN2CC(C(=O)NCCCN3CCCCC3)CC2=O)cc1 (stereo not drawn),-3%,-1%,4%
CC1(C)CC(=O)CC2(C1)NCC(c1ccccc1Cl)c1c2[nH]c2ccccc12 (stereo not drawn),7%,18µM*,-7%
Cc1nn(Cc2c(F)c(F)c(F)c(F)c2F)c(C)c1NC(=O)c1ccnn1C,-17%,-3%,18%
Cc1cccc(C(=O)N2CCN(c3ccc([N+](=O)[O-])c(NCc4ccco4)c3)CC2)c1,-5%,?,-6%
CC(C)CC[n+]1ccn(-c2nc3ccccc3nc2[N-]S(=O)(=O)c2ccccc2)c1,23%,?,-2%
COc1ccc(CNC(=O)CSc2nc3ccccc3nc2Cc2ccccc2)cc1,nt,?,-13%
Cc1cc(Cl)ccc1NC(=O)COC(=O)c1cc([N+](=O)[O-])ccc1N1CCOCC1,-1%,-11%,-17%
O=C(Nc1ccc(Cl)cc1)C1CCN(c2nc3ccccc3nc2C(F)(F)F)CC1,nt,?,-2%
CCOC(=O)c1c(Oc2ccc(C(C)=O)cc2)nnc(-c2ccccc2)c1-c1ccccc1,nt,21µM*,3%
O=C(c1ccc(Br)cc1)N1CCC(C(=O)N2CCN(c3ccccc3)CC2)CC1,-10%,?,-17%
CCN(C(=O)CSc1nnc(Cn2nnc3ccccc32)o1)c1nc(-c2ccccc2)cs1,-11%,23µM*,2%
COc1cc(OC)c(C(=O)OCC(=O)Nc2cccc(S(=O)(=O)NC3=NCCCCC3)c2)cc1OC,nt,?,1%
CC(C)N(C(=O)[C@H]1C[C@H](CC(=O)NC(C)(C)C)C(=O)N2CCc3c([nH]c4ccc(Cl)cc34)[C@]12C)C(C)C,nt,7.3µM*,-8%
